Screens from PubChem BioAssay.
LYPLA1 inh: blocks human lysophospholipase 1, a PME1 counter-screen | hit rate 0.16% among 320,000 | recombinant LYPLA1, FP-Rh probe fluorescence polarization | inhibition, % at 5.9 µM | O75608;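 active = inhibition above the mean of all tested compounds plus 3 SD, set per campaign, cut at about 14% in these data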;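 note: inhibitors block serine hydrolase probe labeling of LYPLA1 so polarization falls; 0% = enzyme with DMSO and 100% = wells lacking LYPLA1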
Target sequence (O75608 whole entry, looked up): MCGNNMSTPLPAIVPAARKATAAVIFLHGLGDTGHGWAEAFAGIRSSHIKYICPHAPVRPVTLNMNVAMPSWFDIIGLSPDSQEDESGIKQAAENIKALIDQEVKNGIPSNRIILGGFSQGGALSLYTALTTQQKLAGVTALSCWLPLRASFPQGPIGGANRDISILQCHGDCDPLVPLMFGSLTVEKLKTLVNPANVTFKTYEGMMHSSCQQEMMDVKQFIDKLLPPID
GSTO1 counter: GSTO1 inhibition, counter-screen for RBBP9 inhibitors. inhibition, % at 5.96 µM. hit rate 1.1% among 300,000. recombinant GSTO1, activity-based probe fluorescence polarization. P78417;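 active = inhibition above the campaign mean inhibition plus 3 SD, cut at about 35% in these data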;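 note: 0% = GSTO1-1 with DMSO and 100% = wells lacking GSTO1-1 enzyme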
PAFAH1B3 FP inh: PAFAH1B3 (human) inhibition; AID 492972; inhibition, % at 3.39 µM; hit rate 0.28% among 340,000; Q15102; recombinant PAFAH1B3, FP-rhodamine probe, fluorescence polarization;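 active = inhibition above the screen-wide average of all tested compounds plus 3 SD, cut at about 25% in these data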;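 note: 0% = enzyme with DMSO only and 100% = wells lacking PAFAH1B3 protein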
Fam108B inh: Fam108B inhibition, counter-screen for RBBP9 inhibitors; recombinant Fam108B, FP-Rh probe fluorescence polarization; inhibition, % at 9.51 µM; hit rate 0.33% among 300,000;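 active = inhibition above the screen mean inhibition plus 3 SD, computed separately per campaign, cut at about 18% in these data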;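 note: inhibitors lower polarization as less probe binds the enzyme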
pPAFAH FP inh: inhibitors of human plasma PAF acetylhydrolase (pPAFAH); Q13093; recombinant pPAFAH, FP-rhodamine probe fluorescence polarization; inhibition, % at 3.39 µM; hit rate 1.5% among 330,000; AID 463082;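 active = inhibition above the mean inhibition across the screen plus 3 SD, cut at about 25% in these data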;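 note: inhibitors block binding of the rhodamine activity-based probe so polarization drops; 0% = enzyme with DMSO and 100% = wells lacking pPAFAH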
Target sequence (Q13093 whole entry, looked up): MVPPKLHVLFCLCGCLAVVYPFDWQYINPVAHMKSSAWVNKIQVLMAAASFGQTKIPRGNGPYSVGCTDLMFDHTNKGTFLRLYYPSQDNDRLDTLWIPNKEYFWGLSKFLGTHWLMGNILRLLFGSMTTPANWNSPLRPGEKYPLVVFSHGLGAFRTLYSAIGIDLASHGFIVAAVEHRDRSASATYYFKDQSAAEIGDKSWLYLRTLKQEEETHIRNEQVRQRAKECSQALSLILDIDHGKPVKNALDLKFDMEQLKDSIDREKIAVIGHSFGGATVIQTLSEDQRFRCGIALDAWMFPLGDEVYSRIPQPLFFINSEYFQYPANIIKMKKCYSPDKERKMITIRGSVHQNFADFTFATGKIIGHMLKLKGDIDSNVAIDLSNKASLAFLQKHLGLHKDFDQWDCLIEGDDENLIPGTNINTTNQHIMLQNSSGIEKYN
PME-1 primary: blocks human protein phosphatase methylesterase 1 | inhibition, % at 5.9 µM | Q9Y570 | recombinant PME-1, FP-Rh probe fluorescence polarization | hit rate 0.53% among 320,000;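 active = inhibition above the campaign mean of all compounds plus 3 SD, cut at about 26% in these data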;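 note: competitive labeling of PME-1 active site by serine hydrolase directed probe; 0% = PME-1 with DMSO and 100% = wells lacking PME-1 enzyme; inhibitors block probe labeling so polarization falls and inhibition rises; many of its hits are not listed in these tables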
Target sequence (Q9Y570 whole entry, looked up): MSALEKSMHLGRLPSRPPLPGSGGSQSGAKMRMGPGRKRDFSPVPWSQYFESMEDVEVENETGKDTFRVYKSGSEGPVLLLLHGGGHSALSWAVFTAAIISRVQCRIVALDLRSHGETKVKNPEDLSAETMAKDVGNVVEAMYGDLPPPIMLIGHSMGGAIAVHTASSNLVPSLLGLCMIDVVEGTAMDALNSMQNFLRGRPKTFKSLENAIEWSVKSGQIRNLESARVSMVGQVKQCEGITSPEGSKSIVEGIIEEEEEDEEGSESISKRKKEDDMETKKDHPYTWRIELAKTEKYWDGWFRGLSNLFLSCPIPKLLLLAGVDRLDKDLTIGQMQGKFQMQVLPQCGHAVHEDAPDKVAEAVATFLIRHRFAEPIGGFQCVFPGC
PAFAH1B2 inh: PAFAH1B2 (human) inhibition; hit rate 1.2% among 340,000; recombinant PAFAH1B2, FP-rhodamine activity probe, fluorescence polarization; inhibition, % at 3.39 µM; AID 492953;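 active = inhibition above the mean of all tested compounds plus 3 SD, cut at about 24% in these data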;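 note: 0% = enzyme with DMSO and 100% = wells lacking PAFAH1B2; many of its hits are not listed in these tables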
PAFAH2 inh: inhibitors of human PAFAH2 | hit rate 0.99% among 340,000 | Q99487 | recombinant PAFAH2, FP-rhodamine activity probe, fluorescence polarization | inhibition, % at 3.39 µM;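 active = inhibition above the mean over all tested compounds plus 3 SD, cut at about 30% in these data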;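 note: inhibitors block probe labeling of enzyme so polarization drops; 0% = enzyme with DMSO and 100% = wells lacking PAFAH2 protein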
PAD4 FP inh: inhibitors of human PAD4; inhibition, % at 6.36 µM; hit rate 0.41% among 330,000; Q9UM07; recombinant PAD4, RCA probe fluorescence polarization;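 active = percent inhibition above a cutoff equal to the mean of all tested compounds plus 3 SD, cut at about 15% in these data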;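 note: 0% = PAD4 with RCA probe and DMSO and 100% = probe without PAD4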
The depositor's hits bear a star; nt = no result given.

Labels used below – A = LYPLA1 inh; B = GSTO1 counter; C = PAFAH1B3 FP inh; D = Fam108B inh; E = pPAFAH FP inh; F = PME-1 primary; G = PAFAH1B2 inh; H = PAFAH2 inh; I = PAD4 FP inh
CCCc1nnc(NC(=O)CCC(=O)N2CCN(C3CCCC3)CC2)s1
  A = 1; B = 6; C = 1; D = 2; E = -2; F = -2; G = 3; H = 2; I = 2
CC(C)Oc1ccc(CCNC(=O)C2CCC(=O)N(Cc3cccc(F)c3)C2)cc1 (centres undefined)
  A = -3; B = 9; C = -1; D = -2; E = 3; F = 2; G = 4; H = 9; I = 1
COc1ccccc1CNC(=O)C1CCCN(S(=O)(=O)c2cnc[nH]2)C1 (centres undefined)
  A = 2; B = -3; C = -2; D = 8; E = -3; F = 3; G = 4; H = 4; I = 6
COc1ccc(NC(=O)C2CCN(S(=O)(=O)c3ccc(OC)c(OC)c3)CC2)cc1
  A = 2; B = -6; C = -3; D = -5; E = 4; F = 1; G = 4; H = 7; I = 0
COc1ccc(C(=O)CN2Cc3ccccc3C2=N)cc1
  A = -3; B = 5; C = -4; D = -4; E = 1; F = 1; G = -1; H = 5; I = -4
CCc1ccc(OCC(=O)N/N=C/c2ccc(OS(=O)(=O)c3ccc(C)cc3)c(OC)c2)cc1
  A = -29; B = 9; C = 0; D = -21; E = -9; F = -40; G = -3; H = -9; I = 2
O=C(/C=C/c1ccccc1)N/C(=C\c1ccco1)C(=O)NCCO
  A = -1; B = -4; C = 13; D = 0; E = 0; F = 6; G = 5; H = 8; I = 2
CCC1ON(c2ccccc2)C2c3nc4ccccc4n3CC12 (centres undefined)
  A = 0; B = 4; C = 3; D = -4; E = 0; F = -2; G = 7; H = -3; I = 0
Cc1ccc(NC(=O)C2C3CCC(O3)C2C(=O)O)cc1Cl (centres undefined)
  A = -2; B = 5; C = 8; D = 2; E = 0; F = -2; G = 2; H = -1; I = -2
Cc1ccc(N2CCN(C(=O)c3cccs3)CC2)cc1C
  A = 3; B = 5; C = 7; D = 1; E = 3; F = -1; G = 3; H = -3; I = 3
Cc1ccc(S(=O)(=O)Nc2ccc(S(=O)(=O)NCC3CCCO3)cc2)cc1 (centres undefined)
  A = -3; B = 8; C = 1; D = -5; E = 3; F = -5; G = 43*; H = 1; I = -3
CCc1ccc(C(=O)NC(CC(C)C)C(=O)O)cc1 (centres undefined)
  A = 0; B = -1; C = 0; D = 2; E = 6; F = -1; G = 7; H = -2; I = -1
CCCNC(=O)c1n[nH]c2c1CC(C(C)(C)CC)CC2 (centres undefined)
  A = -3; B = 1; C = 6; D = 4; E = 2; F = -2; G = 19; H = 8; I = -3
COc1cc(C(=O)Nc2ccc(S(=O)(=O)N3CCOCC3)cc2)c([N+](=O)[O-])cc1OC
  A = 8; B = 6; C = 3; D = 3; E = 3; F = 4; G = 6; H = 2; I = -3
COc1ccc(-c2ccc(/C=N/N3C(=O)C4C5C=CC(C6CC56)C4C3=O)o2)c([N+](=O)[O-])c1 (centres undefined)
  A = 6; B = 10; C = 6; D = 2; E = 11; F = 8; G = 5; H = 9; I = 0

Some entries already given, reduced to PAFAH1B3 FP inh and PAFAH1B2 inh:
Structure,PAFAH1B3 FP inh,PAFAH1B2 inh
Cc1ccc(S(=O)(=O)Nc2ccc(S(=O)(=O)NCC3CCCO3)cc2)cc1 (centres undefined),1,43*
CCc1ccc(C(=O)NC(CC(C)C)C(=O)O)cc1 (centres undefined),0,7
CCCNC(=O)c1n[nH]c2c1CC(C(C)(C)CC)CC2 (centres undefined),6,19

Following part.
Labels used below – A = LYPLA1 inh; B = GSTO1 counter; C = PAFAH1B3 FP inh; D = Fam108B inh; E = pPAFAH FP inh; F = PME-1 primary; G = PAFAH1B2 inh; H = PAFAH2 inh; I = PAD4 FP inh
Cc1ccc(-c2nnc(SCC(=O)N/N=C/c3ccccc3C(=O)O)n2-c2ccccc2)cc1
  A = 0; B = -2; C = nt; D = -2; E = 2; F = -4; G = nt; H = nt; I = -4
NC(=O)CSc1ncnc2c1nnn2Cc1ccc(F)cc1
  A = 0; B = 0; C = -2; D = 3; E = -1; F = 5; G = 1; H = 3; I = 0
COc1ccc2[nH]c(=O)c(CN(C(C)=O)C3CCCCC3)cc2c1
  A = -2; B = 12; C = -5; D = 5; E = 1; F = 1; G = -2; H = -5; I = -8
CC1=CC(C)(C)N2C(=O)C3(C(C#N)=C(N)OC4=C3C(=O)CC(C)(C)C4)c3c(C)c(C)cc1c32 (centres undefined)
  A = 3; B = 2; C = 0; D = -4; E = 10; F = 3; G = -2; H = -7; I = 40*
CC1CCN(S(=O)(=O)c2ccc(C(=O)Nc3nnc(C4=COCCO4)o3)cc2)CC1
  A = 1; B = 10; C = 8; D = 2; E = 7; F = 1; G = 4; H = 0; I = -4
Cc1ccc(CN2CCN(C3CCOCC3)CC2CCO)cc1 (centres undefined)
  A = 3; B = 6; C = 4; D = -3; E = 6; F = 1; G = 4; H = 4; I = -2
CS(=O)(=O)N(CC(=O)N1CCc2ccccc2C1)c1cccc(F)c1
  A = 2; B = -2; C = 4; D = 2; E = 0; F = 5; G = -1; H = -7; I = -2
O=C(c1ccc([N+](=O)[O-])cc1)N1CCOC12CCN(c1ncc(C(F)(F)F)cc1Cl)CC2
  A = 1; B = 5; C = 9; D = -5; E = 0; F = 2; G = 2; H = 7; I = 1
O=[N+]([O-])c1cccc(N(CC(O)CN2CCCC2)S(=O)(=O)c2ccccc2)c1 (centres undefined)
  A = 3; B = -3; C = -1; D = 1; E = -1; F = 6; G = -2; H = 10; I = -1
Cc1nc2cc(-c3ccsc3-n3c(C)ccc3C)[nH]n2c(=O)c1Cl
  A = -3; B = 9; C = 6; D = 6; E = 55*; F = -5; G = 3; H = 84*; I = -5
COc1ccc(Cl)cc1C(=O)NNC(=O)c1cccnc1
  A = 0; B = -6; C = -4; D = 0; E = 0; F = 3; G = -6; H = -7; I = 4
N#CCCn1cc(/C=C(\C#N)c2nc3ccccc3s2)c(-c2ccc(F)cc2)n1
  A = -1; B = -2; C = 6; D = 2; E = -9; F = 1; G = -2; H = 0; I = -4
COCCC(=O)N1CCC(n2nccc2NC(=O)CCc2ccccc2)CC1
  A = -1; B = 2; C = 2; D = 2; E = 6; F = -1; G = 1; H = 3; I = -3
COc1ccc(/C=C/C(=O)Nc2ccc3nc4n(c(=O)c3c2)CCCC4)cc1
  A = -5; B = -7; C = -1; D = -8; E = -1; F = -8; G = 11; H = 2; I = -8
CSc1nc(-c2ccccc2)nc(C(Cl)Cl)n1
  A = 4; B = 13; C = -1; D = 2; E = 1; F = 3; G = -1; H = -2; I = -1
O=C(COC(=O)c1ccc([N+](=O)[O-])cc1)NC12CC3CC(CC(C3)C1)C2
  A = nt; B = nt; C = 4; D = nt; E = 4; F = nt; G = 16; H = 16; I = -5
COc1ccc(CNC(=O)c2ccc(Cn3nc(C)c([N+](=O)[O-])c3C)o2)cc1
  A = 5; B = 3; C = 2; D = 1; E = 6; F = 1; G = 2; H = 0; I = 1
CCNC(=O)CC1C(=O)N(c2ccc(OC)cc2)C(=S)N1CCc1ccncc1 (centres undefined)
  A = -1; B = 6; C = 10; D = -4; E = 2; F = 0; G = 3; H = -9; I = -2
CCCn1c2ccccc2c2cnn(CC(=O)NC3CCCCC3C)c(=O)c21 (centres undefined)
  A = 0; B = 5; C = 2; D = 0; E = -3; F = -6; G = 3; H = -6; I = 0
C/C(CCC1CC(C)(C)OC1=O)=N\NC(N)=S (centres undefined)
  A = 0; B = 2; C = 6; D = 4; E = -1; F = -3; G = 1; H = -3; I = -5
CCOC(=O)c1cnc2c(-c3ccc(Cl)cc3)c(C)nn2c1N
  A = -2; B = 2; C = -3; D = -2; E = 3; F = -3; G = 2; H = 1; I = 3
NNC(=O)CN1C(c2ccc(Br)cc2)=Nc2ccc(Br)cc2C1c1ccccc1 (centres undefined)
  A = -7; B = -8; C = -5; D = -7; E = -6; F = -10; G = 9; H = -4; I = -1
Cc1ccc(-c2nnc(-n3ncc(C#N)c3N)c3ccccc23)cc1C
  A = -4; B = 4; C = 7; D = 0; E = -1; F = 3; G = -4; H = 2; I = -6
O=C(NC(=S)N1CCN(c2ccc([N+](=O)[O-])cc2)CC1)c1ccccc1
  A = 2; B = -6; C = -4; D = 0; E = 2; F = 3; G = -3; H = 4; I = -1
O=C(c1cc(-c2cccc(O)c2)on1)N1CCc2ccccc2C1
  A = -2; B = -2; C = 5; D = -5; E = -5; F = 3; G = 7; H = -6; I = -3
CC(=O)N1CCN(S(=O)(=O)c2ccc(C)cc2)C1C (centres undefined)
  A = -1; B = 6; C = 8; D = -2; E = 3; F = 7; G = 4; H = 1; I = -3
COc1ccc(-c2noc(N3CCC(C(=O)Nc4cc(OC)ccc4OC)CC3)n2)cc1
  A = -3; B = -4; C = 5; D = 5; E = 4; F = 4; G = -1; H = 3; I = 5
O=C1C(Cl)=C(N2CCC(C(=O)O)CC2)C(=O)c2ccccc21
  A = 2; B = 80*; C = 41*; D = 29*; E = 13; F = 17; G = 23; H = 21; I = 20*
C=CCn1c(SCC(=O)Nc2ccc(F)cc2)nc2ccccc2c1=O
  A = 0; B = -2; C = 9; D = 1; E = -2; F = 2; G = 4; H = -5; I = -4
CC(Oc1ccccc1)c1ccnc(N)n1 (centres undefined)
  A = -2; B = -3; C = -3; D = 9; E = 0; F = -5; G = 7; H = 4; I = -4
CC(C)Oc1ccc(C(=O)NCCCNC(=O)c2cccnc2)cc1
  A = 1; B = 0; C = 11; D = 4; E = 2; F = -1; G = 6; H = -4; I = 0
CCCN1CCC(=O)N([C@H](CO)Cc2ccccc2)CC1
  A = 1; B = 0; C = 4; D = 3; E = 5; F = 2; G = 8; H = 3; I = -1
COc1cc(CN2CCN(Cc3ccc(SC)cc3)CC2)cc(OC)c1O
  A = -2; B = 5; C = 2; D = 0; E = -1; F = -2; G = 7; H = 7; I = 1
Cc1cc(C)n(CCC(=O)N/N=C/c2ccc(Br)c([N+](=O)[O-])c2)n1
  A = -2; B = 4; C = 1; D = -1; E = 5; F = 1; G = 4; H = -3; I = -3
COc1ccc(-c2cc3ccccc3[nH]2)cc1
  A = 3; B = 3; C = 2; D = 3; E = 6; F = 0; G = -1; H = 3; I = -1
CC(C)OC(=O)CSc1nc2c(c(C3CC=CCC3)c1C#N)CCC2 (centres undefined)
  A = -2; B = 0; C = 5; D = -5; E = 8; F = -4; G = 6; H = 8; I = -1
COc1ccc(C2(CN(C(C)=O)C(C)=O)CCCC2)cc1OC
  A = -1; B = 11; C = -3; D = -2; E = -3; F = -6; G = 5; H = -3; I = 6
CCn1c(=O)c(C(=O)CN(C)CC(=O)Nc2cccc(F)c2)c(N)n(Cc2ccccc2)c1=O
  A = nt; B = nt; C = 6; D = nt; E = 1; F = nt; G = 2; H = 3; I = 1
COc1cc(/C=N/NC(=S)Nc2cccnc2)cc(OC)c1OC
  A = -1; B = 2; C = 6; D = 10; E = 3; F = 1; G = 0; H = 4; I = 0
CC(CCc1ccc(O)cc1)N(C)CCc1ccccc1 (centres undefined)
  A = 4; B = 2; C = 9; D = -2; E = -2; F = -7; G = 6; H = -2; I = -4
Cc1ccc(CN2CCSc3ccc(C(=O)NC4CCN(Cc5ccccc5)CC4)cc32)cc1
  A = 4; B = -1; C = 10; D = 6; E = 1; F = 5; G = -1; H = 6; I = 1
Cc1cc(C)c2c(c1)/C(=N/NC(=O)c1ccc(O)cc1)CCC2
  A = 1; B = -4; C = 6; D = 2; E = 2; F = -1; G = 8; H = 4; I = -2
O=C(NC(=S)NCCO)c1cn(-c2ccccc2)nc1-c1ccccc1
  A = -2; B = -8; C = 6; D = -3; E = 3; F = -2; G = -2; H = -1; I = 0

This is a subset; rates above refer to the full screens.
